# Bioassay records: PubChem, several laboratories
# TDP2 inh: human TDP2 enzyme inhibitors, primary screen, biochemical, epi absorbance, recombinant enzyme. T5PNP hydrolysis, p-nitrophenol absorbance 415 nm. inhibition, % at 12.8 µM. Tyrosyl-DNA phosphodiesterase 2 (Homo sapiens), O95551. actives 0.34% (n = 370,000). AID 720702, 2013;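 active = inhibition above the mean of all tested compounds plus 3 SD, set per campaign, cut at about 25% in these data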;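 also: 0% = DMSO with enzyme and 100% = buffer with substrate but no TDP2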
#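 Test system: Human TDP2 enzyme | Reagent: 5 mM T5PNP | Compound dosing: 12.8 µM single point, 1% DMSO | Incubation: Enzyme reaction with compound for 2 h at 37 °C | Technique: p-Nitrophenol epi absorbance | Read-out: % inhibition relative to enzyme-containing and enzyme-free wells | Benchmarks: High control without enzyme, low control DMSO plus TDP2 | Replicates: Singlicate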
# HTRA1 inhibitor: HTRA1 serine protease inhibitors, primary screen, biochemical, fluorescence polarization, HTS; recombinant HTRA1, FP-rhodamine activity-based probe; actives 0.5% (n = 340,000); AID 504803, 2011; Q92743; inhibition, % at 5.96 µM; in the data active = inhibition above about 36%;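 also: 0% = enzyme with DMSO and 100% = wells lacking enzyme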
# Target sequence (Q92743 whole entry, looked up): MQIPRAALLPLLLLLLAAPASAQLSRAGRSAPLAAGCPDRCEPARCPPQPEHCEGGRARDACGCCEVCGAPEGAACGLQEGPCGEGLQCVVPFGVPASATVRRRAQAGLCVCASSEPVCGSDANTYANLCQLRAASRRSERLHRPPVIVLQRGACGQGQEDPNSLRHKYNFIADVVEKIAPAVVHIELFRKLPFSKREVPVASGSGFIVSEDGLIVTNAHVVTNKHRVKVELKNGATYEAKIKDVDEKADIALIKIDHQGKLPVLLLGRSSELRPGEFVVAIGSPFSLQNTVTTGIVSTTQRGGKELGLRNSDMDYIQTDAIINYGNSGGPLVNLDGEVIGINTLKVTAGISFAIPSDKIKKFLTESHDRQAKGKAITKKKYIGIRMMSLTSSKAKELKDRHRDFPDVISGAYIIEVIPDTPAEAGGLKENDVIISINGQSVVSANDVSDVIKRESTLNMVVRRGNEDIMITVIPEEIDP
# LEDGF integ inh: blockers of LEDGF/p75-dependent integrase strand transfer – biochemical, TR-FRET, high throughput, primary screen; inhibition, % at 3.7 µM; TR-FRET IN-LEDGF/p75 DNA integration, Eu/Cy5; AID 743269, 2014; HIV-1 integrase (with human LEDGF/p75); actives 0.64% (n = 370,000);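 active = inhibition above the screen-wide mean plus 3 SD, cut at about 13% in these data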;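 also: signal is the Cy5 over europium emission ratio at 671 and 618 nm; 0% = plate median of compound wells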
# TCR CD3 inh: inhibitors of human TCR-CD3 interaction, primary screen, biochemical, fluorescence, TAMRA-labeled TCR probe; T-cell receptor (TCR); inhibition, % at 9.4 µM; actives 0.37% (n = 360,000); AID 651800, 2012; in the data active = inhibition above about 19%;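 also: recombinant mutant TCR 2C K166C tagged with TAMRA read by polarization; 0% = receptor in buffer alone and 100% = receptor with positive control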
# PRMT1 inh: PRMT1 methyltransferase inhibitors, primary screen, biochemical, fluorescence polarization; Protein arginine N-methyltransferase 1 (Homo sapiens), Q99873; recombinant PRMT1, activity-based probe fluorescence polarization; AID 652257, 2013; inhibition, % at 2.79 µM; actives 1.3% (n = 370,000);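 active = inhibition above about 21% made by adding two undisclosed values, limit read from the data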
# Rev-erbA mod: modulators of Rev-erb alpha DNA binding, primary screen, biochemical, FITC-DNA, fluorescence polarization, uHTS; activity, % at 10 µM; actives 0.79% (n = 370,000); Rev-erbα–FITC-DNA binding, 90 min; AID 1259318, 2017; Nuclear receptor subfamily 1 group D member 1 (Homo sapiens), P20393;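 active = activity above about 14%, limit read from the data; passing the limit was not always enough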;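 also: 0% = DMSO wells with 35 nM protein and 100% = DMSO wells with 750 nM protein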
# ABHD4 inh: ABHD4 inhibitors, primary screen, biochemical, fluorescence polarization, mouse; (Lyso)-N-acylphosphatidylethanolamine lipase (Mus musculus), Q8VD66; purified mABHD4, FP-Rh probe fluorescence polarization; inhibition, % at 8.92 µM; actives 0.54% (n = 370,000); AID 720543, 2013;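 active = inhibition exceeding the mean over every tested compound plus 3 SD, cut at about 30% in these data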;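 also: 0% = plate median of compound wells and 100% = S159A mutant with DMSO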
# Target sequence (Q8VD66 whole entry, looked up): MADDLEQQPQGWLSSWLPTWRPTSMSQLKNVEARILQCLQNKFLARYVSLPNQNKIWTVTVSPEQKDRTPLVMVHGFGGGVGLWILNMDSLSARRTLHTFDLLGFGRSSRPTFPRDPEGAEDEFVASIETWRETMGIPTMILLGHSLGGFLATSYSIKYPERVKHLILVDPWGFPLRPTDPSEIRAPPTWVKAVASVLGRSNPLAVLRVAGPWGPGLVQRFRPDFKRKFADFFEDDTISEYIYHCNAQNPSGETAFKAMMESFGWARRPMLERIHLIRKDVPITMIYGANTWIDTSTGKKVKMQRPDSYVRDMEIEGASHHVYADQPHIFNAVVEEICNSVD
#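 Assay system: Wild-type mouse ABHD4 protein | Medium: HEPES pH 7.0 buffer, 150 mM NaCl, 0.01% Pluronic F-127 | Incubation: Enzyme–compound pre-incubation 45 min, then probe 60 min, both 25 °C | Technique: Fluorescence polarization with parallel and perpendicular emission, 525/598 nm | Evaluation: % inhibition of FP-Rh probe binding versus controls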
# SIAE primary: human SIAE inhibitors, primary screen, biochemical, fluorescence polarization, FP-Rh probe, 1536-well HTS; actives 0.69% (n = 370,000); SIAE FP-Rh probe binding; inhibition, % at 9.66 µM; Sialate O-acetylesterase (Homo sapiens), Q9HAT2;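 active = inhibition above a cutoff: mean of compounds within the control limits plus 3 SD of those, cut at about 17% in these data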;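 also: 0% = plate median of compound wells and 100% = probe without SIAE protein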
# PG9 binder: binders of HIV-1 gp120 antibody PG9, primary screen, biochemical, TR-FRET. HIV-1 gp120 / PG9 antibody interaction. TR-FRET gp120-PG9 antibody binding. inhibition, % at 6.7 µM. actives 0.43% (n = 360,000); in the data active = inhibition above about 8.5%
# rCAG binder: binders of r(CAG) RNA repeats, primary screen, biochemical, fluorescence. r(CAG) RNA repeat, TO-PRO-1 dye displacement fluorescence. inhibition, % at 3 µM. actives 1.3% (n = 370,000). AID 651821, 2012;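 active = inhibition above the plate cutoff, the mean of all test compounds on that plate plus 3 SD, cut at about 35% in these data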;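 also: 0% = DMSO alone and 100% = 100 µM mitoxantrone as full dye displacement; higher means more dye released from RNA so lower well fluorescence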
# Active calls of the source: *; nt = not tested or not shown. Only part of the results is shown; count on the stated rates, not on these rows.
SMILES,TDP2 inh,HTRA1 inhibitor,LEDGF integ inh,TCR CD3 inh,PRMT1 inh,Rev-erbA mod,ABHD4 inh,SIAE primary,PG9 binder,rCAG binder
COc1ccc(NC(=O)N(C)C[C@H]2OCCCC[C@@H](C)Oc3ccc(N(C)C)cc3C(=O)N([C@H](C)CO)C[C@@H]2C)cc1,9,0,-2,3,0,3,7,4,0.2,8
CCN(CC(=O)Nc1ccc(NC(C)=O)cc1)C(=O)c1ccc(N2C(=O)c3ccccc3C2=O)cc1,-7,1,3,0,-1,3,-2,1,-2.3,2
O=C(c1ccc(COc2ccc(F)cc2)o1)n1cccn1,11,-11,-2,1,0,-4,5,1,1.1,1
CC(CCc1ccccc1)N1CCN(Cc2ccccc2)CC1 (configuration not stated),9,3,0,-5,3,-5,17,2,-0.9,-5
O=C(NCCO)c1cccc(S(=O)(=O)N2CCCCC2)c1,-11,2,-3,2,0,-2,1,-3,1.1,-1
NC(=O)C1CCN(CC(=O)Nc2ccccc2Sc2ccccc2)CC1,0,-5,-2,5,2,1,-1,3,-0.4,-5
CCC(=O)Nc1cccc(NC(=O)CSc2nnnn2Cc2ccccc2)c1,-8,-7,-1,-5,-3,0,-7,0,-0.4,-3
COc1ccc(CNC(=O)CCN2C(=S)NC(C)(C)CC2C)cc1 (configuration not stated),-19,4,8,0,-3,-3,-5,-3,-1.5,1
CCOC(=O)C1=NNC2(c3ccc(C)cc3)C(=O)N(c3ccc(Cl)cc3)C(=O)C12 (configuration not stated),-2,-14,-3,-2,0,2,-1,-1,-2.5,2
CC(C)(C)NC(=O)CN(CCN1CCOCC1)C(=O)CNS(=O)(=O)c1ccc(Cl)cc1,9,-2,2,-2,-3,7,-1,-8,-2.1,-2
O=C(NC1CC1)c1ccc2c(c1)ncn2C1CCCC1,1,1,3,-1,-4,2,2,5,1.8,-4
COC(=O)C[C@@H]1CC[C@H](NC(=O)CC2CC2)[C@@H](CO)O1,1,nt,-2,2,-1,-8,0,-6,0.7,1
Cc1ccccc1Cn1nc(C)c(NC(=O)C(F)(F)F)c1C,-2,-2,-2,-2,-3,4,5,2,0.3,-3
CC(=O)N1c2ccc(S(=O)(=O)N3CCCCC3)cc2CC1C(=O)Nc1cccc(C)c1 (configuration not stated),8,-9,2,5,-2,6,-7,-4,-0.9,8
CCCC[n+]1ccn(C2=C([O-])c3ccccc3C(=O)/C2=N\S(=O)(=O)c2ccc(Br)cc2)c1,3,1,3,7,-2,0,9,4,-4.0,3
CNc1cnn(-c2ccc(C)cc2)c(=O)c1Sc1ccc(C)cc1,-9,0,-1,-1,3,2,2,0,-0.8,-5
Cn1c(=O)[nH]c(=O)c2[nH]c(NCCCN3CCOCC3)nc21,2,2,0,7,0,1,-4,14,-0.1,-1
COCCCNC(=O)C(=O)N/N=C/c1cc2c(cc1Br)OCO2,-17,5,4,9,-3,10,-12,1,1.5,-4
Cc1cccc(N2CCN(C(=O)c3cc(COc4ccc(F)c(F)c4)on3)CC2)n1,7,-13,-1,-4,3,18,1,4,0.1,-4
COc1cc(CC(NC(C)=O)C(=O)NC2CCN(C(=O)Nc3ccccc3Cl)CC2)cc(OC)c1 (configuration not stated),2,0,3,5,-4,0,-2,4,0.6,-7
COc1ccc(CN2C(=O)C(CC(=O)NCCc3ccccn3)CC(C(=O)N(C)C)=C2C)cc1 (configuration not stated),7,-2,3,3,-3,5,-1,4,-2.3,4
CCCC(=O)Nc1c2c(nn1-c1ccc([N+](=O)[O-])cc1)CS(=O)(=O)C2,6,0,-1,-2,2,3,6,-6,0.2,-2
COc1ccc(-c2csc3nc(C)nc(N4CCCCC4)c23)cc1OC,-1,-4,7,-1,2,10,2,0,-0.2,-2
CC1CC(=O)c2cnc(Nc3ccccc3)nc2C1 (configuration not stated),-9,5,4,-9,2,-4,-2,-5,0.2,-4
CC(C)Nc1nc(NC(C)C)nc(Nn2cnnc2)n1,4,-1,-2,11,-1,-3,-5,0,-0.1,-1
CCOC(=O)C1CCCN(c2ccc(NC(=O)c3snc4c(=O)[nH]cnc34)cc2)C1 (configuration not stated),4,1,1,-2,-1,-1,5,8,-3.1,10
COCCCNC(=O)c1cc(OC)c(OC)c(OC)c1,-6,-8,-3,-10,6,-2,-8,-10,-2.2,2
O=C(Nc1ccccn1)c1cc(-n2cnnc2)ccc1Cl,-11,-13,0,-2,0,-4,0,-1,-0.5,-4
C#CCN1CC(N(C)CCOC(=O)c2cc(C)cc(C)c2)CS1(=O)=O (configuration not stated),-2,nt,0,nt,-2,0,-1,2,nt,-2
NC(=O)C1CCN(c2nc(-c3ccccc3-c3ccccc3)cs2)CC1,3,0,-3,-1,-1,-4,-20,-7,-0.8,-2
Cc1ccnc(NC(=O)CCC(=O)N(CC(=O)NC(C)(C)C)c2ccc3c(c2)OCO3)c1,-11,4,-1,0,-1,1,3,-1,-1.6,-2
CCOC(=O)c1c(-c2ccccc2)oc2ccc(OCC(O)CN(C)C)cc12 (configuration not stated),10,5,7,-1,3,0,6,-15,1.3,7
Cc1nc2cc(-c3ccccc3)[nH]n2c(=O)c1C,6,10,-4,-2,1,-1,1,-4,0.6,2
Cc1ccc(NC(=O)CSc2nc3ccccc3c3nc4ccccc4n23)cc1,2,-5,-3,-5,0,58*,-2,-7,2.8,-1
CC(NS(C)(=O)=O)C(c1cccs1)N1CCN(c2ccc(F)cc2)CC1 (configuration not stated),4,-6,-2,-6,-2,5,0,5,-2.2,-3
COc1ccc(N(C(C)C(=O)Nc2cccnc2)S(C)(=O)=O)cc1 (configuration not stated),6,-7,0,5,-2,1,0,7,-0.2,3
CCOC(=O)c1c(NC(=O)Cn2nnc(-c3ccc(Cl)cc3)n2)sc(C)c1C,4,-1,2,-9,-1,3,1,2,-0.6,1
CN(C(=O)c1ccncc1)c1nnc(-c2cnccn2)s1,-2,2,-2,-2,-2,0,8,-6,1.3,2
CCc1ccc(NC(=O)CS(=O)CC(=O)Nc2ccc(N3CCOCC3)cc2)cc1 (configuration not stated),-1,7,1,-6,-3,-11,-10,4,-0.4,1
CCOC(=O)N1CCC2(CC1)C(C#N)=C(N)OC1=C2C(=O)CC(C)C1 (configuration not stated),4,3,2,-1,2,-2,7,3,-0.1,-6
CCOC(=O)c1c(NC(=O)CSc2nnnn2C)sc(C(=O)N(C)C)c1C,8,-2,2,5,-6,-2,3,-2,0.7,-2
CC(=O)N1CCOc2ccc(S(=O)(=O)N3CCC(C(=O)NCc4ccccc4)CC3)cc21,9,7,2,7,-1,4,-3,1,-1.6,0
Cc1cc(C)cc(Nc2ncc3c(n2)CCCC3=O)c1,5,2,8,-7,-2,0,-1,-1,2.1,-6
Cc1nc2c(OCCC3CCCCC3)cccn2c1N(C)C(=O)CCC1CCCC1,0,nt,0,-1,6,-12,1,1,-3.8,1
CCOC(=O)C1=C(COC(=O)/C=C/c2cccc([N+](=O)[O-])c2)NC(=O)NC1C (configuration not stated),-3,-4,1,-6,-6,-2,-4,2,-1.1,-1
CC(C)N(C(=O)CSc1nnc(CNc2ccc(F)cc2)o1)C(C)C,-18,-6,4,3,3,-6,-9,-5,-0.1,-3
O=C(Nc1cccnc1)c1cc(-c2ccco2)on1,-1,-2,0,2,2,-5,-1,0,-0.4,1
CCCCN(C)CCn1c(=S)[nH]c2cc(OCC)c(OCC)cc2c1=O,17,-1,0,7,-1,-4,1,5,-2.9,-8
O=C(Nc1ccc(Cl)cc1)c1cc2c(cc1O)[nH]c1ccccc12,-8,16,-2,4,5,-1,13,51*,-0.1,91*
C[C@@H]1CN(c2ccc(N3CCNC[C@H]3C)cc2C#N)CCN1Cc1ccccc1,1,nt,-1,5,3,2,4,6,-1.6,5
# The listing continues:
SMILES,TDP2 inh,HTRA1 inhibitor,LEDGF integ inh,TCR CD3 inh,PRMT1 inh,Rev-erbA mod,ABHD4 inh,SIAE primary,PG9 binder,rCAG binder
Cc1sc2ncnc(SCC(=O)NNC(=O)c3ccco3)c2c1C,-6,-1,-1,11,-6,2,0,2,-0.8,-1
O=C(O)CN1C(=O)/C(=C/c2ccsc2)SC1=S,15,nt,2,2,8,1,-3,1,-0.6,2
C/C=C(\C)CN1CCC(Oc2ccc(C(=O)NCc3ccccn3)cc2)CC1,0,0,2,2,-2,9,-2,6,-1.0,-8
Cc1cc(C(=O)COC(=O)c2ccc(O)cc2)c(C)n1-c1ccccc1F,-13,-44,-1,-2,3,-1,-6,-8,1.0,2
CC(C)C(=O)Nc1ccc(Cc2ccc(NC(=O)C(C)C)c(O)c2)cc1O,4,2,8,0,-3,-2,-1,1,-1.3,0
CC(C)Cc1cc(C(=O)Nc2cccc(O)c2)no1,7,-8,2,-6,1,-4,2,-9,-0.6,-3
Cc1nc(-n2cc(F)c(=O)[nH]c2=O)c2nc(C)oc2n1,12,1,0,6,-4,-3,-3,0,-1.5,1
O=C(NCc1ccccc1Cl)c1csc([C@@H]2O[C@H](CO)[C@H](O)[C@H](O)[C@H]2O)n1,-1,nt,2,7,-3,6,-3,1,1.6,-1
COc1ccc(/C=N/NC(=O)c2nc(-c3ccccc3)cc(-c3ccccc3)n2)cc1,7,-45,-1,2,0,-3,-11,-60,1.7,10
COc1ccc(-c2nnc(COc3ccc(Br)cc3C)o2)cc1,4,nt,2,-2,5,-1,-6,-5,-1.2,-6
COc1cc(/C=N/NC(=O)c2cc(C)oc2C)ccc1O,-3,-5,5,9,-1,-4,1,4,-3.1,5
COCCOC(=O)c1ccc(NC(=O)COc2ccc([N+](=O)[O-])cc2)cc1,4,-8,-2,-2,1,-5,1,5,-1.8,-1
Cc1cccc(C)c1-n1nnnc1C1(C)CN(S(C)(=O)=O)CC(=O)N1Cc1ccc(F)cc1 (configuration not stated),-4,nt,2,nt,-4,8,1,1,nt,3
Cc1cccc(NC(=S)NCc2ccc3c(c2)OCO3)c1C,-3,-2,-1,3,-2,-4,5,-3,0.7,2
